Screening data from PubChem.
Pf Dd2 growth – inhibitors of Plasmodium falciparum Dd2 growth; P. falciparum Dd2 growth, SYBR Green, 72 h; hits give low values; activity change, % at 10 µM; 2.3% of 94,000 active; AID 1159554; in the data active = activity change below about -80%; inconclusive = no clear call, values can overlap the other calls
T cruzi growth – blocks T. cruzi growth in NIH3T3 culture; AID 624255; T. cruzi beta-gal in NIH3T3, GalScreen luminescence, 90 h; 5.9% of 77,000 active; inhibition, % at 8.34 µM;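 active = mean inhibition above about 93%, with at least 55% of replicates each passing it, limit read from the data, passing the limit was not always enough; inconclusive = only one of those two conditions holds; inactive = neither condition holds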
C diff growth – inhibitors of Clostridium difficile growth; growth activity, negative = inhibition, % at 16 µg/mL (by protocol); Clostridium difficile clinical isolate growth, OD600, 24 h; hits give low values; 0.25% of 86,000 active;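 active = mean growth activity at or below -80% and every replicate also at or below -80%; inconclusive = mean at or below -80% but some replicate above -80%; inactive = mean growth activity above -80%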;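 also: 0% = DMSO wells and -100% = levofloxacin 16 µg/mL wells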
GASC1 inh – blocks human GASC-1 (KDM4C) demethylase activity | Q9H3R0 | GST-KDM4C 2-372, H3K9me3 peptide, LANCE TR-FRET | inhibition, % at 12.5 µM | 0.15% of 96,000 active | AID 720574;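 active = mean replicate inhibition above about 25%, with at least 55% of replicates also reaching it, limit read from the data, passing the limit was not always enough; inconclusive = only one of those two conditions met; inactive = neither condition met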
Target sequence (Q9H3R0 2-372 limits assumed): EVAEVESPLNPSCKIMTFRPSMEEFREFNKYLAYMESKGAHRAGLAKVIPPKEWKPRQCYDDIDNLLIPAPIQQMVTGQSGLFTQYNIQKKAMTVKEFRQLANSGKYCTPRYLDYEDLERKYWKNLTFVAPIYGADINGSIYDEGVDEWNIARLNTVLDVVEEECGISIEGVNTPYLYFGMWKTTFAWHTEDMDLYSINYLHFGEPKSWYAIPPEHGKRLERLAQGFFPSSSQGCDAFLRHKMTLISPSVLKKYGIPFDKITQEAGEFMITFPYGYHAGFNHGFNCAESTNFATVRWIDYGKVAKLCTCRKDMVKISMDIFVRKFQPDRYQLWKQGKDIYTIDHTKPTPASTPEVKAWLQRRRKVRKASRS
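System – N-terminal GST-fused human GASC-1 (KDM4C) fragment, residues 2-372 · Input – enzyme final amount 10 nM · Technique – LANCE TR-FRET, Eu antibody, ULight-streptavidin, EDTA, ex 340 nm, em 618/671 nm · Medium – HEPES buffer, pH 7.5, plus ascorbate · Incubation – enzyme reaction 30 min, then detection 60 min, both room temperature · Reagent – H3K9me3 peptide with Fe(II)/2OG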
Starred values were filed as active, the others as inactive; ? = inconclusive; . = not tested or not shown; & = joins results of further samples.

Short keys – A = Pf Dd2 growth; B = T cruzi growth; C = C diff growth; D = GASC1 inh
Cc1noc(C)c1S(=O)(=O)N(C)C[C@H]1Oc2ccc(NS(=O)(=O)c3cccs3)cc2CC(=O)N([C@@H](C)CO)C[C@H]1C
  A: -7 | B: -6 | C: -10 | D: 0.5
COCC(=O)N(C)C[C@H]1Oc2cc(C#Cc3ccccc3)ccc2S(=O)(=O)N([C@H](C)CO)C[C@H]1C
  A: -28 | B: -54 | C: -6 | D: -0.4
CC(C)NC(=O)N(C)C[C@H]1Oc2ccc(NC(=O)Nc3ccc(C(F)(F)F)cc3)cc2CC(=O)N([C@H](C)CO)C[C@H]1C
  A: -20 | B: 27 | C: -6 | D: -1.0
O=C(C[C@@H]1CC[C@@H]2[C@H](COC[C@H](O)CN2S(=O)(=O)c2ccc(Cl)cc2)O1)NCCN1CCCC1
  A: 4 | B: 8 | C: 4 | D: -1.9
COc1ccc2c3c([nH]c2c1)[C@@H](CO)N(C(=O)NC1CCCC1)CC31CCN(C(=O)Nc2cccc(F)c2)CC1
  A: -19 | B: . | C: -4 | D: -2.2
CCS(=O)(=O)Nc1ccc2c(c1)C(=O)N(C)C[C@H](OC)[C@H](C)CN(C(=O)COC)[C@@H](C)CO2
  A: 22 | B: -15 | C: -1 | D: 0.8
C[C@@H]1CN([C@H](C)CO)C(=O)c2cccc(NC(=O)CCCCCC(=O)Nc3ccccc3N)c2O[C@@H]1CN(C)Cc1ccc(-c2ccccc2)cc1
  A: -89* | B: . | C: 6 | D: 8.3
COc1ccc(CNC(=O)C[C@@H]2CC[C@H]3[C@H](COc4ccc(NC(=O)C5CC5)cc4C(=O)N3C)O2)cc1
  A: -49 | B: 6 | C: 2 | D: 7.2
C[C@H]1CN([C@@H](C)CO)C(=O)Cc2cc(NS(=O)(=O)c3cn(C)cn3)ccc2O[C@H]1CN(C)S(=O)(=O)c1ccc(Cl)cc1
  A: 9 | B: 4 | C: -5 | D: 0.1
COc1cccc(-c2cccc(-c3nc(C(=O)Nc4ccc(-c5ccccc5)cc4)cc4c3[C@@H](CCO)N(S(=O)C(C)(C)C)C4)c2)c1 (some centres not stated)
  A: -84* | B: . | C: -10 | D: -2.9
CN(C)CCCNC(=O)C[C@@H]1CC[C@H]2[C@@H](COC[C@@H](O)CN2Cc2ccc(Cl)c(Cl)c2)O1
  A: -5 | B: 18 | C: 10&-2 | D: -0.5
CC(C)NC(=O)Nc1cccc2c1O[C@@H](CN(C)Cc1ccccc1)[C@@H](C)CN([C@H](C)CO)C2=O
  A: 3 | B: -1 | C: 0 | D: 0.0
CCCNC(=O)[C@H]1[C@H](CO)[C@H]2Cn3c(ccc(/C=C/c4ccccc4)c3=O)[C@@H]1N2CCC
  A: 6 | B: 4 | C: -1 | D: 1.0
CNC[C@H]1OCCCC[C@@H](C)Oc2ccc(NC(=O)Nc3ccccc3)cc2C(=O)N([C@H](C)CO)C[C@@H]1C
  A: -38 | B: -35 | C: 2 | D: -0.8
COc1ccc(-c2ccc([C@@H]3[C@@H](CO)N4C(=O)CN(C(=O)c5cccnc5)C[C@H]34)cc2)cc1
  A: 6 | B: . | C: -9 | D: 1.4
C[C@@H]1CCCCO[C@@H](CN(C)S(=O)(=O)c2ccc(F)cc2)[C@@H](C)CN([C@@H](C)CO)C(=O)c2cc(NC(=O)Nc3cccc4ccccc34)ccc2O1
  A: -84* | B: 61 | C: 4 | D: 0.1
CCCNC(=O)[C@H]1[C@H](CO)[C@H]2Cn3c(cccc3=O)[C@H]2N1C(=O)C1CCC1
  A: 3 | B: -3 | C: 2 | D: -1.1
CC(C)NC(=O)Nc1ccc2c(c1)C(=O)N([C@H](C)CO)C[C@H](C)[C@H](CN(C)C(=O)Nc1ccc3c(c1)OCO3)OCCCC[C@H](C)O2
  A: -38 | B: 91 | C: 3 | D: -0.2
CC(C)CC#Cc1cnc2c(c1)C(=O)N([C@@H](C)CO)C[C@@H](C)[C@@H](CN(C)C(=O)c1cccc(F)c1)O2
  A: -64 | B: . | C: -11 | D: -4.9
CCC(=O)N(C)C[C@@H]1Oc2cc(C#CC3CCCCC3)ccc2S(=O)(=O)N([C@@H](C)CO)C[C@@H]1C
  A: -74 | B: ? | C: -3 | D: -0.8
CC(C)NC(=O)N1[C@H](CO)[C@@H]2c3ccccc3N(C(=O)Nc3ccccc3)C[C@@H]21
  A: 5 | B: -25 | C: 3 | D: -1.3
CC(C)NC(=O)N1[C@H](CO)[C@@H](c2ccccc2)[C@H]1CNC(=O)CN(C)C
  A: 1 | B: 2 | C: -3 | D: 3.6
CCNC(=O)c1cc2c(c(-c3cccc(-c4cncnc4)c3)n1)[C@H](CCO)N(C(C)=O)C2
  A: . | B: 38 | C: -1 | D: -2.6
CCC(=O)N(C)C[C@@H]1Oc2cc(C#CCC3CCCC3)ccc2S(=O)(=O)N([C@H](C)CO)C[C@H]1C
  A: -64 | B: 94 | C: -6 | D: -2.2
CCCNC(=O)N1CC2(C1)CN(C(=O)CC1CC1)[C@H](CO)c1[nH]c3cc(OC)ccc3c12
  A: -13 | B: . | C: 2 | D: -0.5
C[C@@H]1CN([C@@H](C)CO)C(=O)c2cccc(NC(=O)Nc3ccccc3)c2O[C@H]1CN(C)C(=O)Nc1ccccc1
  A: 0 | B: 20 | C: -2 | D: 0.7
O=C(NCc1ccc(F)cc1)[C@@H]1[C@@H](CO)[C@@H]2Cn3c(ccc(-c4cccnc4)c3=O)[C@H]1N2
  A: 4 | B: 13 | C: -1 | D: -1.5
Cc1noc(C)c1NC(=O)Nc1cccc2c1O[C@@H](CN(C)C(=O)NC1CCCCC1)[C@H](C)CN([C@H](C)CO)C2=O
  A: 20 | B: 21 | C: 0 | D: -0.5
CCNC(=O)C[C@H]1CC[C@H]2[C@@H](COC[C@H](O)CN2C(=O)Nc2ccc3c(c2)OCO3)O1
  A: 6 | B: -14 | C: . | D: 6.7
O=C(N[C@H]1C=C[C@@H](CC(=O)N2CCN(c3ccccc3)CC2)O[C@@H]1CO)c1ccccc1
  A: -12 | B: -5 | C: 2 | D: 2.4

Gathered by group, those above with an NH in an aromatic ring
Short keys – A = Pf Dd2 growth; B = T cruzi growth; C = C diff growth; D = GASC1 inh
COc1ccc2c3c([nH]c2c1)[C@@H](CO)N(C(=O)NC1CCCC1)CC31CCN(C(=O)Nc2cccc(F)c2)CC1
  A: -19 | B: . | C: -4 | D: -2.2
CCCNC(=O)N1CC2(C1)CN(C(=O)CC1CC1)[C@H](CO)c1[nH]c3cc(OC)ccc3c12
  A: -13 | B: . | C: 2 | D: -0.5

(continued)
Short keys – A = Pf Dd2 growth; B = T cruzi growth; C = C diff growth; D = GASC1 inh
CNC(=O)C[C@@H]1CC[C@H]2[C@@H](COC[C@H](O)CN2Cc2ccccc2F)O1
  A: 21 | B: . | C: 2&-4 | D: -0.1
COc1ccc(S(=O)(=O)Nc2ccc3c(c2)C(=O)N([C@H](C)CO)C[C@@H](C)[C@H](CN(C)Cc2ccc(C(F)(F)F)cc2)OCCCC[C@@H](C)O3)cc1
  A: -54 | B: 56 | C: 26 | D: -3.8
CO[C@H]1CN(C)C(=O)c2ccc(NS(=O)(=O)c3cccc(F)c3)cc2OC[C@H](C)NC[C@H]1C
  A: 29 | B: 16 | C: . | D: -2.0
O=C(CC1CC1)N1CC2(C1)[C@@H](c1ccccc1)[C@H](CO)N2C(=O)c1cccnc1
  A: 8 | B: . | C: 44 | D: -1.7
COc1cccc(NC(=O)N[C@H]2CC[C@@H](CC(=O)NCc3ccncn3)O[C@H]2CO)c1
  A: -32 | B: -60 | C: . | D: 1.5
CO[C@@H]1CN(C)C(=O)c2ccc(NC(=O)C3CCCC3)cc2OC[C@H](C)N(C)C[C@@H]1C
  A: . | B: 10 | C: . | D: 0.8
COc1ccc2c3c(n(C)c2c1)[C@@H](CO)N(Cc1ccccc1)CC31CCN(CC2CC2)CC1
  A: -78 | B: . | C: 7 | D: -0.1
Cc1noc(C)c1S(=O)(=O)N(C)C[C@@H]1OCCCC[C@H](C)Oc2ccc(NC(=O)NC(C)C)cc2C(=O)N([C@@H](C)CO)C[C@H]1C
  A: -28 | B: 31 | C: 1 | D: 0.3
C[C@H](CO)N1C[C@H](C)[C@@H](CN(C)C(=O)Nc2ccccc2)Oc2ccc(NS(=O)(=O)c3cn(C)cn3)cc2C1=O
  A: 19 | B: 14 | C: -3 | D: -1.9
CNC(=O)C[C@H]1CC[C@@H]2[C@H](COC[C@@H](O)CN2Cc2ccncc2)O1
  A: 0 | B: -2 | C: 0 | D: 0.0
COc1ccc(S(=O)(=O)N(C)C[C@H]2Oc3c(NS(=O)(=O)c4ccc(F)cc4)cccc3C(=O)N([C@H](C)CO)C[C@H]2C)cc1
  A: -21 | B: 34 | C: -18 | D: 0.3
C[C@H](CO)N1C[C@H](C)[C@H](CN(C)Cc2ccc(Cl)c(Cl)c2)Oc2ccc(NC(=O)CCC(F)(F)F)cc2CC1=O
  A: -21 | B: 81 | C: -5 | D: -1.0
COCC#Cc1cnc2c(c1)C(=O)N([C@H](C)CO)C[C@@H](C)[C@@H](CN(C)S(=O)(=O)c1ccccc1)O2
  A: 8 | B: 11 | C: 1 | D: -0.2
CO[C@H]1CN(C)C(=O)c2cc(NS(=O)(=O)c3ccccc3)ccc2OC[C@H](C)N(Cc2cccnc2)C[C@@H]1C
  A: -3 | B: 59 | C: . | D: 0.8
C[C@H](CO)N1C[C@H](C)[C@@H](CN(C)C(=O)C2CCOCC2)Oc2ncc(C#CC3(O)CCCC3)cc2C1=O
  A: 22 | B: . | C: . | D: -0.7
C[C@@H]1CN([C@H](C)CO)C(=O)c2cc(NC(=O)NC3CCCCC3)ccc2O[C@@H](C)CCCCO[C@H]1CN(C)C(=O)C1CCCCC1
  A: -61 | B: 78 | C: -6 | D: 9.2
COc1ccccc1-c1cccc(-c2nc(C(=O)N3CCCCC3)cc3c2[C@H](CCO)N([S@@](=O)C(C)(C)C)C3)c1
  A: -54 | B: 62 | C: . | D: 0.9
CN1c2ccc(-c3ccccc3F)cc2[C@@H]2[C@@H](CCN2S(=O)(=O)c2ccc(F)cc2)[C@H]1CO
  A: 4 | B: 108* | C: 1 | D: -0.4
O=C(NCc1ccc(F)cc1)[C@@H]1[C@@H](CO)[C@@H]2Cn3c(cccc3=O)[C@H]1N2C(=O)c1cnccn1
  A: 2 | B: 52 | C: -1 | D: -0.1
CNC[C@H]1OCCCC[C@@H](C)Oc2ccc(NC(=O)Nc3c(C)noc3C)cc2C(=O)N([C@H](C)CO)C[C@H]1C
  A: 22 | B: 22 | C: 2 | D: -2.9
O=C1CNC[C@H]2[C@H](c3ccc(C#CC4CCCCC4)cc3)[C@@H](CO)N12
  A: -23 | B: . | C: 5 | D: 0.7
COc1ccccc1NC(=O)N[C@H]1CC[C@@H](CC(=O)N[C@@H](C)c2ccccc2)O[C@@H]1CO
  A: 7 | B: 13 | C: . | D: 0.7
C[C@H](CO)N1C[C@H](C)[C@@H](CN(C)C(=O)Nc2ccc(C(F)(F)F)cc2)Oc2c(NC(=O)c3ccc(-c4nccs4)cc3)cccc2C1=O
  A: 12 | B: 71 | C: . | D: 16
CNC[C@@H]1OCCCC[C@@H](C)Oc2ccc(NS(=O)(=O)c3cccs3)cc2C(=O)N([C@H](C)CO)C[C@H]1C
  A: -2 | B: 62 | C: . | D: 3.3
C[C@@H]1CN([C@@H](C)CO)C(=O)CCCn2nncc2CO[C@@H]1CN(C)Cc1ccc2c(c1)OCCN2C
  A: 1 | B: -26 | C: 9 | D: 3.6
C[C@@H]1CN([C@@H](C)CO)C(=O)c2cc(NC(=O)Nc3ccc(C(F)(F)F)cc3)ccc2O[C@@H]1CN(C)Cc1ccc(C(F)(F)F)cc1
  A: 37 | B: 44 | C: 27 | D: -2.4
CO[C@H]1CC[C@H]2CCN(C)C(=O)[C@H](C)[C@H](OC)CN(C)C(=O)c3cc(C#N)ccc3OC[C@@H]1O2
  A: 16 | B: 19 | C: . | D: -0.4
O=C(NCC[C@@H]1CC[C@H](NC(=O)C2CC2)[C@H](CO)O1)Nc1ccc(Cl)cc1
  A: . | B: . | C: 0 | D: 2.4
C[C@@H]1CN([C@H](C)CO)C(=O)Cc2cc(NC(=O)C3CC3)ccc2O[C@@H]1CN(C)S(=O)(=O)c1ccc(Cl)cc1
  A: -22 | B: 85 | C: 6 | D: 11
CNC[C@H]1OCCCC[C@@H](C)Oc2ccc(NC(=O)Nc3ccc(C(F)(F)F)cc3)cc2C(=O)N([C@H](C)CO)C[C@H]1C
  A: -83* | B: 69 | C: 34 | D: .
C[C@@H]1CCCCO[C@H](CN(C)CC2CC2)[C@H](C)CN([C@@H](C)CO)C(=O)c2cc(NC(=O)c3ccccc3)ccc2O1
  A: -84* | B: 30 | C: -9 | D: -0.1
C[C@@H]1CN([C@@H](C)CO)S(=O)(=O)c2ccc(C#C[C@@H](C)O)cc2O[C@H]1CN(C)C(=O)C1CCCCC1
  A: -29 | B: 64 | C: 3 | D: -1.3
C[C@@H]1CCCCO[C@@H](CN(C)CC2CC2)[C@H](C)CN([C@H](C)CO)C(=O)c2cc(NC(=O)CCCN(C)C)ccc2O1
  A: 21 | B: . | C: 22 | D: 0.0
